inhibitors of VEEV: inhibitors of VEEV TC-83 cytopathic effect, confirmation, Vero cells (AID 588727); inhibition, % at 20 µM, or IC50 in µM where a hit was titrated; 350,000 compounds, 0.13% hits; Vero cells, VEEV TC-83 cytopathic effect inhibition; higher % means a stronger effect; in the data active = a potency from the dose series; inconclusive = inhibition mostly from about 14% at the one dose, without a potency; inactive = the rest, 99 in 100 with inhibition below about 12%; note: strong numbers were not always called active
H37Rv inhibition: M. tuberculosis growth inhibition, HTS (AID 449762); M. tuberculosis H37Rv growth inhibition, 7H9 media; higher % means a stronger effect; inhibition, % at 25 µM, or IC50 in µM where a hit was titrated; 330,000 compounds, 0.59% hits; in the data active = a potency from the dose series; inconclusive = inhibition above about 70% without an active follow-up result;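 note: bacterial growth assessed after seven days of incubation; strong numbers were not always called active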
H1N1 NS1A inhibition: H1N1 influenza NS1A inhibitors, functional cell based assay (AID 504329). NS1A functional cell-based assay, percent inhibition; higher % means a stronger effect. inhibition, % at 12.5 µM, or IC50 in µM where a hit was titrated. 340,000 compounds, 0.3% hits; in the data active = a potency from the dose series; inconclusive = inhibition above about 27% without an active follow-up result; note: strong numbers were not always called active
tuberculosis growth: growth inhibition of non-replicating M. tuberculosis (AID 488890). Mycobacterium tuberculosis non-replicating, growth inhibition; higher % means a stronger effect. inhibition, % at 25 µM, or IC50 in µM where a hit was titrated. 320,000 compounds, 0.39% hits; in the data active = a potency from the dose series; inconclusive = inhibition mostly from about 82% at the one dose, without a potency; inactive = the rest, 99 in 100 with inhibition below about 76%;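 note: plate controls were DMSO cells for no effect and high antibiotic wells for full effect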
Salmonella PhoP GFP: PhoP regulon inhibitors, Salmonella typhi PhoP promoter GFP reporter, confirmatory (AID 1850); inhibition, % at 50 µM, or IC50 in µM where a hit was titrated; Salmonella Typhi PhoP-promoter GFP reporter, fluorescence, 4 h; higher % means a stronger effect; 310,000 compounds, 0.33% hits; in the data active = a potency from the dose series; inconclusive = inhibition mostly from about 25% at the one dose, without a potency; inactive = the rest, 99 in 100 with inhibition below about 19%;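 note: 0% = induced wells with vehicle and 100% = uninduced wells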
inhibitors of VEEV 10K pilot screen: recorded beside inhibitors of VEEV, whose call it bears; inhibition, %; measured here: 10K pilot screen inhibition
* hit, by the source's call; i = inactive; ? = inconclusive; · = not tested or not shown.

SMILES	inhibitors of VEEV	H37Rv inhibition	H1N1 NS1A inhibition	tuberculosis growth	Salmonella PhoP GFP	others
CC(C)(C)[C@@H]1C=C(C(=O)N2CCOCC2)O[C@H](OCc2ccc(CO)cc2)C1	i	-4%	-12%	-12%	1%
CCOC(=O)C1CCCN(C(=S)Nc2ccc(Nc3ccccc3)cc2)C1 (stereo not drawn)	6.8%	16%	4%	23%	5%
CCn1cc(Br)c(C(=O)Nc2ccc(C(=O)OC(C)C)cc2)n1	6.7%	36µM*	-1%	30%	5%
O=C1/C(=C/c2ccncc2)N=C2CCCCCN12	3.9%	-9%	-9%	-12%	11%
Cc1ccc(C)c(NC(=S)NNC(=O)c2csc(C)c2)c1	5.5%	-6%	-2%	28%	-3%
Cc1c(C#N)c(N=CN(C)C)c(C(=O)c2ccccc2)n1-c1ccc(Br)cc1	0.2%	0%	11%	8%	3%
COc1ccc(Cl)cc1NC(=O)/C=C\C(=O)O	i	·	1%	·	-5%
COc1ccc(CCN(Cc2nc(-c3ccccc3)no2)Cc2nc(-c3ccccc3)no2)cc1OC	0.8%	-1%	14%	-5%	4%
O=C(NCc1ccccn1)c1ccc(OC2CCN(Cc3ccccc3)CC2)cc1	0.8%	5%	-2%	5%	0%
COc1ccc(S(=O)(=O)N(CC(=O)O)c2ccccn2)cc1	1.9%	4%	-3%	-7%	11%
CC#CP(=O)(OCC)C(O)(c1ccccc1)C(F)(F)F (stereo not drawn)	1.3%	1%	-6%	5%	-1%
Cc1nc(NCCc2ccccc2)c2nnn(Cc3ccccc3)c2n1	2.2%	7%	0%	-15%	6%
COc1ccc(/C=N\NC(=O)c2ccccc2Cl)cc1COc1c(F)c(F)c(F)c(F)c1F	9.9%	-8%	-12%	22%	-13%
O=C(CC12CC3CC(CC(C3)C1)C2)N/N=C/c1ccc([N+](=O)[O-])o1	3.2%	?	-2%	65%	4%
CCC(=O)c1ccc(OCc2ccccc2)c(OC)c1	1.1%	-8%	-10%	-5%	-6%
CCOC(=O)c1c(N)sc(C(O)(C(F)(F)F)C(F)(F)F)c1-c1ccc(F)cc1	i	4%	26%	20%	-24%
CCCCN(C(=O)C1=COCCO1)c1c(N)n(CCC)c(=O)[nH]c1=O	1.6%	-3%	-6%	1%	3%
O=C(NC1CCCCCC1)C1c2ccccc2C(=O)N1CCCN1CCOCC1 (stereo not drawn)	i	-6%	-6%	-3%	1%
Cc1ccc(-c2csc(NC(=O)Cc3cccs3)n2)cc1C	0.1%	6%	-27%	-4%	0%
CC(=O)N1c2ccc(S(=O)(=O)NCCC(=O)NCCc3cccc(C)c3)cc2CC1C (stereo not drawn)	0.8%	0%	8%	15%	-3%

Compounds shown so far containing a COOH group (2):
SMILES	inhibitors of VEEV	H37Rv inhibition	H1N1 NS1A inhibition	tuberculosis growth	Salmonella PhoP GFP	others
COc1ccc(Cl)cc1NC(=O)/C=C\C(=O)O	i	·	1%	·	-5%
COc1ccc(S(=O)(=O)N(CC(=O)O)c2ccccn2)cc1	1.9%	4%	-3%	-7%	11%

Next section.
SMILES	inhibitors of VEEV	H37Rv inhibition	H1N1 NS1A inhibition	tuberculosis growth	Salmonella PhoP GFP	others
COCCn1c(C)cc(C(=O)COC(=O)c2cccc(O)c2)c1C	5.6%	1%	-6%	-7%	2%
CCOC(=O)c1cccc(NC(=O)CSc2nc3ccccc3c(=O)n2CC)c1	i	-4%	-5%	8%	-15%	inhibitors of VEEV 10K pilot screen=0.3
COC(=O)COc1ccc(S(=O)(=O)NCc2ccncc2)cc1	1.4%	-4%	-6%	4%	-4%
Cc1ccc(S(=O)(=O)N2CCC(C(=O)NNC(=O)c3ccccc3O)CC2)cc1	0.6%	3%	-5%	-15%	4%
O=C(CCCSc1nc2ccccc2[nH]1)Nc1ccccc1	i	-1%	15%	57%	0%
Cc1ccc(C(=O)OCC(=O)NCc2ccco2)cc1	0.5%	-1%	1%	41%	3%
c1ccc(-c2nn3c(-c4ccccc4)nnc3s2)cc1	1.0%	7%	-3%	9%	3%
COc1ccc(C2CC(C)(c3ccc(OC)cc3)Nc3ccccc3N2)cc1 (stereo not drawn)	5.9%	11%	6%	-15%	6%
CN(C)/C=C(/C(=O)c1ccccc1Cl)S(C)(=O)=O	1.6%	·	3%	·	·
COc1cc(NC(=O)CCN2C(=O)NC3(CCCC3)C2=O)c(OC)cc1Cl	0.1%	-24%	-10%	-9%	·

Random excerpt: two entries already listed
SMILES	inhibitors of VEEV	H37Rv inhibition	H1N1 NS1A inhibition	tuberculosis growth	Salmonella PhoP GFP	others
c1ccc(-c2nn3c(-c4ccccc4)nnc3s2)cc1	1.0%	7%	-3%	9%	3%
O=C(NC1CCCCCC1)C1c2ccccc2C(=O)N1CCCN1CCOCC1 (stereo not drawn)	i	-6%	-6%	-3%	1%

(list continues)
SMILES	inhibitors of VEEV	H37Rv inhibition	H1N1 NS1A inhibition	tuberculosis growth	Salmonella PhoP GFP	others
O=C(Nc1nnc(-c2ccc(Br)cc2)o1)C1=COCCO1	1.8%	?	-3%	i	3%
Fc1ccc(-c2nnc(CSc3nnc4ccccn34)o2)cc1	0.5%	-1%	-4%	17%	4%
COc1ccc(-n2nc(C(=O)O)c3ccccc3c2=O)c(OC)c1	0.4%	-5%	-6%	-3%	-2%
Cc1cccc(-c2nc3ccc(C(=O)N4CCC5(CC4)OCCO5)cc3nc2-c2cccc(C)c2)c1	0.2%	65%	15%	25%	7%
COc1ccc(NC(=O)c2sc3nc(Cc4ccccc4)cc(C(F)(F)F)c3c2N)cc1OC	i	5%	-14%	-9%	8%
CC1CN(C)CCC1OC(=O)c1ccccc1 (stereo not drawn)	0.2%	5%	-5%	-7%	21%
COCCN1C(=O)N[C@@H](c2cccs2)C(C(C)=O)=C1C	0.2%	-1%	9%	-6%	-3%	inhibitors of VEEV 10K pilot screen=0.4
O=C(CCC1CCCN(C(=O)c2ccoc2)C1)NCc1ccccc1F (stereo not drawn)	0.3%	-3%	-2%	4%	-2%
CN(CC(=O)Nc1ccc(F)c(F)c1F)C(=O)C1CSC2(C)CCC(=O)N12 (stereo not drawn)	1.4%	-16%	-4%	-3%	·
Cc1ccccc1-n1ccnc1SCC(=O)NCC1CCCO1 (stereo not drawn)	2.7%	0%	-8%	-7%	-12%
COc1ccc(C(=O)Nc2ccc(C(=O)NCC3CCCO3)cc2)c(OC)c1OC (stereo not drawn)	3.9%	0%	-5%	-14%	2%
COc1ccc(OCC(=O)Nc2nnc(C)s2)cc1	1.2%	0%	-2%	2%	17%
O=C(NCc1ccc2c(c1)OCO2)C1CCCN(S(=O)(=O)c2cccs2)C1 (stereo not drawn)	0.5%	-2%	1%	·	·
Cc1nc(-c2ccc(S(=O)(=O)Oc3ccccc3Cl)s2)cs1	?	4%	10%	1%	-12%
Cc1cc(N/N=C/c2ccccc2F)nc(NCc2ccccc2)n1	4.6%	0%	2%	36%	15%
COc1ccc(NC(=O)CN(C)C(=O)C(C)Sc2ccccc2)cc1 (stereo not drawn)	2.2%	-23%	19%	1%	-3%
COC(=O)c1cc(S(=O)(=O)NCC2CCN(Cc3ccc(F)cc3)CC2)cn1C	1.3%	6%	-4%	5%	14%
COc1cc(OC)cc(C(=O)Nc2ccccc2NC(C)=O)c1	2.2%	14%	-11%	5%	-10%
Cc1cnc(NC(=O)CSc2c(Cl)cccc2Cl)s1	0.8%	-1%	-8%	1%	4%
COC(=O)c1sccc1NC(=S)N(C)C1CCCCC1	1.9%	3%	0%	28%	21%
COc1ccccc1/C=C/c1nc2ccc(OC(C)=O)cc2c(=O)o1	4.9%	?	-4%	?	-3%
O=C(CSc1nnc(CNC(=O)c2ccccc2F)o1)NC1CCCCC1	2.4%	3%	-3%	62%	8%
COC(=O)c1ccc(COc2ccc(C3C4=C(CCCC4=O)Nc4onc(C)c43)cc2)cc1 (stereo not drawn)	i	-1%	0%	-3%	-6%
CCCCNC(=S)N(C)/N=C/c1ccccc1C(=O)O	i	-6%	-4%	3%	-5%
C[C@@H]1O[C@@H](O[C@H]2C[C@@H](O)[C@]3(CO)[C@@H]4C(CC[C@]3(O)C2)[C@@]2(O)CC[C@H](C3COC(=O)C3)[C@@]2(C)C[C@H]4O)[C@H](O)[C@H](O)[C@H]1O (stereo partly drawn)	<0.05µM*	-2%	0%	-8%	-15%
CC(C)(C)OC(=O)NOCC(=O)N(Cc1ccccc1)CC(O)COc1ccccc1 (stereo not drawn)	0.4%	-7%	-7%	-8%	-7%	inhibitors of VEEV 10K pilot screen=1.1
CCc1ccc(-c2nc(SCC(=O)c3c(N)n(C)c(=O)n(C)c3=O)n[nH]2)cc1	1.2%	-1%	-3%	1%	·
CC(C)C[C@H]1CNC(=S)N1CC1CCN(CC2CCCC2)CC1	i	·	2%	·	·
CNCCC(=O)N1c2ccccc2CCc2ccc(NC(=O)OC)cc21	0.2%	3%	17%	7%	-2%
COC(=O)c1c(F)c(F)c(N2CCOCC2)c(F)c1F	i	-5%	0%	18%	-2%
COc1ccc(C(=O)NCCS(=O)(=O)NCc2ccco2)cc1	1.0%	-5%	-2%	-4%	7%
O=C(NN=Cc1cc(Cl)ccc1[N+](=O)[O-])c1cccc2ccccc12	0.1%	·	-19%	·	·
CC(C)C(NC(=O)c1ccccc1)C(=O)OCC(=O)N1CCCCC1 (stereo not drawn)	2.9%	-8%	-5%	-4%	·
COc1ccc(OC2CCN(S(=O)(=O)c3ccc(F)cc3)CC2)cc1	1.2%	4%	-4%	30%	-3%
O=[N+]([O-])c1ccc(S(=O)(=O)Nc2nc(-c3ccccc3)cs2)cc1	0.6%	5%	-1%	49%	13%
Cc1nc2ccccc2nc1SCC(=O)N1CCC(C)CC1	2.0%	1%	-2%	19%	-5%
CN1/C(=C\C=N\NC(=O)c2ccccc2Br)C(C)(C)c2ccccc21	0.7%	8%	1%	1%	-4%
CC(C)OP(=O)(Oc1ccc(C(O)C(Cl)(Cl)Cl)cc1)OC(C)C (stereo not drawn)	5.2%	-9%	1%	14%	6%
COc1ccc(NC(=O)CN2CCCC2c2cccs2)cc1S(=O)(=O)N1CCCCC1 (stereo not drawn)	6.0%	-2%	-9%	·	·
Cc1ccc2c(c1)nnn2C1CCN(S(=O)(=O)c2ccc(C(=O)N(C)C3CCCCC3)cc2)CC1	3.9%	0%	8%	54%	-4%
Cc1ccc(C(=O)NCC(=O)OCc2c(F)cccc2Cl)cc1	0.6%	52%	-5%	30%	7%
Cn1c(=O)n(C)c2cc(NC(=O)c3ccccc3[N+](=O)[O-])c(Br)cc21	0.2%	4%	-9%	4%	-6%
Fc1cccc(CCN2CCNC[C@@H]2c2ccccc2)c1	i	-6%	4%	-12%	·
COCC(C)NCc1cccc2ccccc12 (stereo not drawn)	i	2%	1%	0%	12%
COc1ccccc1NC(=O)Nc1cccc(NC(C)=O)c1	1.5%	0%	-9%	-3%	7%
COc1ccc(Br)c(C(=O)NCC2CCCCC2)c1	0.8%	0%	-1%	49%	-4%
O=C(O)C(c1ccccc1)N1C(=O)/C(=C/c2cccs2)SC1=S (stereo not drawn)	2.6%	3%	-22%	36%	1%
Cc1ccc(C(=O)CN2C(=O)c3ccccc3S2(=O)=O)cc1	0.3%	2%	-15%	-19%	4%
COc1nc2ccccc2nc1N1CCN(C)CC1	i	4%	-10%	-9%	6%
CC1(C)CC(=O)C(C(=S)Nc2ccccc2)=C(NC2CC(C)(C)NC(C)(C)C2)C1	0.4%	3%	7%	-12%	-5%

3 structures out of the list, sorted by count of non-hydrogen atoms, largest number first.
SMILES	inhibitors of VEEV	H37Rv inhibition	H1N1 NS1A inhibition	tuberculosis growth	Salmonella PhoP GFP	others
Cc1ccc(C(=O)NCC(=O)OCc2c(F)cccc2Cl)cc1	0.6%	52%	-5%	30%	7%
Fc1cccc(CCN2CCNC[C@@H]2c2ccccc2)c1	i	-6%	4%	-12%	·
COc1ccc(Br)c(C(=O)NCC2CCCCC2)c1	0.8%	0%	-1%	49%	-4%

(cont.)
SMILES	inhibitors of VEEV	H37Rv inhibition	H1N1 NS1A inhibition	tuberculosis growth	Salmonella PhoP GFP	others
Cc1[nH]nc(Nc2ccc(C(C)C)cc2)c1[N+](=O)[O-]	0.9%	-5%	5%	-10%	2%
O=C(COc1ccc(S(=O)(=O)N2CCOCC2)cc1)NC1CC1	0.1%	6%	6%	7%	-14%
O=C(NCC1CCCO1)C1CCCN(c2ncccn2)C1 (stereo not drawn)	0.6%	0%	18%	10%	-10%
CC(C)(C)c1ccc(/C=N/Nc2ccc(C(=O)O)cc2)cc1	1.4%	12%	-2%	22%	-8%
COc1cc([N+](=O)[O-])ccc1NC(=O)CC1SC(=Nc2ccc(F)cc2)N(CCC2=CCCCC2)C1=O (stereo not drawn)	0.2%	18%	5%	-6%	-6%
CC(=O)C1=C(C)NC(SCC(=O)c2ccccc2)=C(C#N)C1c1ccco1 (stereo not drawn)	·	?	·	51%	-20%
